Pol kappa inh: DNA polymerase kappa (human) inhibition; Q9UBT6; purified Pol kappa, fluorescent DNA synthesis assay, 10 min; Potency, µM (highest dose often 107 µM), for inactives: at the highest dose activity, negative = inhibition, most hits filed as inhibitors; 0.53% of 400,000 active; AID 588579; note: potency is the fitted concentration of half-maximal effect; % is set by controls: 0 for no effect and ±100 for the full control effect
Target sequence (Q9UBT6 whole entry, looked up): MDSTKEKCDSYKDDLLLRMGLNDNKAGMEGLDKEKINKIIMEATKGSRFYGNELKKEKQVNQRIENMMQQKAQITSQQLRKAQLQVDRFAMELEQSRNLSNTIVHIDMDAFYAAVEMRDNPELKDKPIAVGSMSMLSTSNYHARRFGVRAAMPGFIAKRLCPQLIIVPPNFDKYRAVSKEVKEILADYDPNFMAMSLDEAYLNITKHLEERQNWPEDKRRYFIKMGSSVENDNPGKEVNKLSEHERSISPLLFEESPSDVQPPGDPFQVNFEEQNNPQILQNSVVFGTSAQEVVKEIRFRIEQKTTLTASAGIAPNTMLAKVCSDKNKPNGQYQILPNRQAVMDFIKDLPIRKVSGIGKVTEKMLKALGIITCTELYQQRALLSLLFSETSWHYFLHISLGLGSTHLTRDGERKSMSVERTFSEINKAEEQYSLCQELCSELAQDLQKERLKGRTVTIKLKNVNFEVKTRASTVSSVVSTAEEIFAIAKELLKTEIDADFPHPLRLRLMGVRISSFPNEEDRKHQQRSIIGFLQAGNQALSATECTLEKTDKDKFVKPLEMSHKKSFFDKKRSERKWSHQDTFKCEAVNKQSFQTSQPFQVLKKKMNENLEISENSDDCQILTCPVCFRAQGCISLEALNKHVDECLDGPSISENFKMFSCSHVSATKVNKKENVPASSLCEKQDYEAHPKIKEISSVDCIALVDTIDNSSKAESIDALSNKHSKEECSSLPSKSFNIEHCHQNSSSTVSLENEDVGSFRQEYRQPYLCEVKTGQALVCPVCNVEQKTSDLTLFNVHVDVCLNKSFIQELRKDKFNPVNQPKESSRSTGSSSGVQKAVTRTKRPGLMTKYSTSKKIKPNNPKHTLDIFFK
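Enzyme at 10 nM met test compounds for 15 min at room temperature. Substrate addition (50 nM final) began the reaction, which was monitored by fluorescence at 0 and 10 min.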
Anesthetic bind: candidate novel general anesthetic via apoferritin binding; P02791; apoferritin/1-aminoanthracene competitive binding, fluorescence; Potency, µM (doses to about 77.5 µM), for inactives: top-dose activity change, negative = displacement, most hits filed as inhibitors; 0.074% of 350,000 active; note: potency is the fitted concentration of half-maximal effect; % is set by controls: 0 for no effect and ±100 for the full control effect; nearly all actives have a fitted effect of over 20% in size
Target sequence (P02791 2-175 limits assumed): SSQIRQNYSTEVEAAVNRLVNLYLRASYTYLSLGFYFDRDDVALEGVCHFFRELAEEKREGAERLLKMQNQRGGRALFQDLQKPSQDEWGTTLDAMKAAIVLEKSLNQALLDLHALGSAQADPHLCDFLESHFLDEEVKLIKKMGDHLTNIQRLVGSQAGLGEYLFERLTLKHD
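Horse-spleen apoferritin (10 uM) was mixed with 50% saturated 1-aminoanthracene in PBS, exposed to compounds for 10 min at room temperature, and read for fluorescence (ex 380 nm, em 535 nm). Competitive displacement was fitted with a four-parameter Hill equation.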
POLH inh: DNA polymerase eta (human) inhibition. Potency, µM (highest dose often 114 µM), for the others: at the top dose activity change, negative = inhibition, hits mostly inhibitors. Q9Y253. AID 588591. recombinant Pol eta, fluorescent DNA replication assay. 1.2% of 390,000 active; note: potency is the fitted concentration of half-maximal effect; % is set by controls: 0 for no effect and ±100 for the full control effect
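Pol eta at 10 nM preincubated with compounds 15 min at room temperature; reaction started with fluorescent substrate (50 nM final) and read kinetically at 0 and 10 min.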
POLI inh: blocks human DNA polymerase iota activity. Q9UNA4. Pol iota fluorescent replication assay, 10 min. Potency, µM (doses to about 115 µM), without a hit: top-dose activity, negative = inhibition, usual class: inhibitors. 1% of 390,000 active. AID 588590; note: potency is the fitted concentration of half-maximal effect
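Fluorescent replication assay read twice, at 0 min and 10 min after adding 50 nM (final) substrate. Enzyme (10 nM) and compounds were first incubated 15 min at room temperature; enzyme-free buffer wells were negative controls.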
BLM helicase inh: Bloom syndrome helicase (human) inhibition. recombinant BLM DNA unwinding, fluorescence dequenching. Potency, µM (doses to about 56.1 µM), inactives show top-dose activity change, negative = inhibition, most hits filed as inhibitors. 0.2% of 350,000 active. AID 2528;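 note: potency is the fitted concentration of half-maximal effect; plate controls were vehicle for no effect and no enzyme for full effect; nearly all actives have a fitted effect of over 35% in size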
Glioma ERSR ind: induces the endoplasmic reticulum stress response in human glioma cells; U87-MG GRP78 promoter luciferase reporter, 16 h; Potency, µM, for inactives: at the highest dose activation, most hits filed as activators; 0.02% of 420,000 active; note: potency is the fitted concentration of half-maximal effect; series mostly up to about 76 µM; % of control where 0% means no effect; nearly all actives have a fitted effect of over 35% in size
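ERSR induction read as luciferase luminescence (Bright-Glo, 10 min at room temperature) in stably transfected human U87-MG glioma cells exposed to compounds for 16 h, using GRP78 as sensor.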
POLB inh: inhibitors of human DNA polymerase beta; P06746; Pol beta primer extension/strand displacement, fluorescence kinetic; Potency, µM (series often up to 114 µM), for inactives: at the top dose activity change, negative = inhibition, usual class: inhibitors; 1.3% of 340,000 active; AID 485314; note: potency is the fitted concentration of half-maximal effect; % is set by controls: 0 for no effect and ±100 for the full control effect
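Homogeneous kinetic assay of primer extension and strand displacement by 10 nM Pol beta, preincubated 15 min at room temperature with compound before 50 nM substrate (final) was added. Read at 0 and 10 min; four-parameter Hill fit.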
APEX1 inh: APE1 (human) endonuclease inhibition. 0.35% of 350,000 active. P27695. Potency, µM (doses to about 65.8 µM), inactives show at the top dose activity change, negative = inhibition, most hits filed as inhibitors. recombinant APE1, TAMRA/BHQ-2 abasic DNA cleavage fluorescence. AID 2517;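 note: potency is the fitted concentration of half-maximal effect; plate controls were vehicle for no effect and reference inhibitor for full effect; nearly all actives have a fitted effect of over 55% in size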
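APE1 at 0.75 nM final was preincubated with compound 15 min at room temperature, then 50 nM double-stranded THF abasic-site substrate (5'-TAMRA/3'-BHQ-2) was added. Fluorescence (ex 525/em 598 nm) was read kinetically; third-minus-first read gave activity.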
LDHA inh: blocks human lactate dehydrogenase A; P00338; purified LDHA, NADH/diaphorase-resazurin fluorescence; stronger effect = lower value; activity change, % (values are at about 110 or 230 µM); 0.15% of 480,000 active; in the data active = activity change below about -30%; inconclusive = mostly about -25% to -30%;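 note: plate controls were DMSO wells for no effect and wells without enzyme for full effect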
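Remaining NADH was detected by diaphorase (0.133 mg/mL) converting 37 µM resazurin to fluorescent resorufin, read at 0 and 20 minutes. The preceding 5-minute room-temperature reaction used 2 nM LDHA, 0.2 mM sodium pyruvate and 0.06 mM NADH at pH 7.4.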
An asterisk follows results filed as active; u = inconclusive; x = no result given; [ ] = remark or other dose. Unless noted, calls come from the whole dose curve; as a rule, active = well fitted curve in the direction sought with a large enough effect; inconclusive = small, poorly fitted or top-dose-only effect, or another doubt; inactive = no such curve, though single readings can be large; an effect the other way counts as inactive or inconclusive. These rows are one share of the data; count on the stated rates, not on these rows.

Each structure is followed by: Pol kappa inh | Anesthetic bind | POLH inh | POLI inh | BLM helicase inh | Glioma ERSR ind | POLB inh | APEX1 inh | LDHA inh
> COc1ccc(C2=NN(C(=O)CCC(=O)O)C(c3ccc([N+](=O)[O-])cc3)C2)cc1 (stereo unspecified)
→ -2.8% | -6.0% | -0.4% | 145.8%[activator] | -0.8% | 0.8% | 6.0% | 0.4% | -5.2
> CC(OC(=O)CN1C(=O)NC2(CCCCC2C)C1=O)c1ccccc1 (stereo unspecified)
→ -2.5% | x | -8.9% | 10.8% | x | -5.1% | x | 0.7% | -6.0
> Cc1ccc(C(=O)C(C)OC(=O)Cc2c[nH]c3ccccc23)cc1 (stereo unspecified)
→ -12.9% | x | 2.9% | -8.9% | x | -2.9% | x | 0.6% | -7.3
> COc1ccc(C(=O)N2CCOC2CNC(=O)C(=O)NCCc2ccc(OC)c(OC)c2)cc1 (stereo unspecified)
→ -10.0% | -2.7% | -11.1% | 21.2% | -2.6% | -3.5% | 36.6% | 0.8% | -9.1
> O=C(CSc1nnc(SCc2ccccc2)s1)N/N=C/C=C/c1ccco1
→ 25.1µM* | -11.0% | 2.82µM* | 14.1µM* | 25.1µM* | -7.7% | 10µM* | 12.6µM* | -4.3
> CC(C)(C)OC(=O)N1CCC[C@H]1c1nnc(SC/C=C/c2ccccc2)o1
→ -16.3% | -18.6% | -6.9% | 19.4% | 0.1% | -0.9% | 0.9% | 5.6% | -3.3
> COc1ccc(NC(=O)CN(C)CC(=O)Nc2ccc(N3CCOCC3)cc2)c([N+](=O)[O-])c1
→ -7.9% | -10.8% | -11.8% | 9.8% | -3.4% | 7.0% | 4.8% | -3.1% | 0.1
> COc1cc(C(C)=O)ccc1OCCN1CCC(Cc2ccccc2)CC1
→ -4.2% | -14.1% | -11.2% | 40.4%[activator] | -7.7% | -6.0% | -0.5% | 4.7% | -14.8
> COc1cccc(OC)c1OCCNC(C)(C)C
→ -2.1% | -3.3% | -16.4% | 7.0% | -2.4% | -6.2% | 2.7% | -0.6% | -16.6
> Cc1ccc(Cn2c(CNC(=O)c3ccccc3Br)nc3cccnc32)cc1
→ -15.7%[60.1 µM] | 6.9% | -10.8% | -15.2% | -7.2% | 2.6% | -21.5% | x | -4.5
> OC1(c2ccccc2)CC(c2ccccc2)c2ccccc2O1 (stereo unspecified)
→ -19.8% | x | -12.1% | u | x | -6.2% | x | x | -0.6
> CCSc1nnc(NC(=O)c2cc(C)nc3ccccc23)s1
→ -11.5% | -17.5% | 9.7% | 46.6%[activator] | 0.4% | -6.6% | 21.4% | -6.7% | -3.1
> CCCc1cc(N2CCN(c3cccc(C)c3C)CC2)n2cnnc2n1
→ -13.9% | -15.5% | -14.4% | -23.0% | -15.4% | -3.0% | 37.2% | x | -1.9
> CCc1ccc(CN(Cc2cn[nH]c2-c2ccc(OC)cc2)C(=O)Nc2ccc(C)c(F)c2)cc1
→ 4.0% | -21.8% | -22.9% | 0.8% | -5.3% | -4.7% | 3.2% | x | 7.9
> COC(=O)CN(c1ccccc1F)S(=O)(=O)c1ccccc1
→ -10.4% | -8.1% | -6.6% | 36.2%[activator] | -5.5% | 1.6% | -27.7% | -2.6% | -4.6
> CCN(CC1COc2ccccc2O1)C(=S)NCCCN(C)C (stereo unspecified)
→ 14.4% | -6.1% | -3.0% | 11.9% | 2.4% | -3.8% | -20.5% | -1.6% | 0.7
> COc1cccc(C(=O)c2c[nH]c(C(=O)NCc3cccnc3)c2)c1
→ 8.8% | -9.9% | -12.2% | 100.9%[activator] | -3.7% | 0.0% | 0.3% | -1.1% | -5.3
> C#CCOCCOCCOCCNc1nc(N2CCN(C(=O)[C@H](C)n3cc(CCC(=O)O)nn3)CC2)nc(N2CCN(C(=O)[C@H](C)n3cc(CCC(=O)O)nn3)CC2)n1
→ 1.5% | x | -15.6% | u | x | -3.5% | x | x | 1.8
> O=C(NNc1c(F)c(F)cc(F)c1F)C1CCN(S(=O)(=O)c2ccccc2F)CC1
→ -11.8% | x | -15.5% | 7.4% | x | -5.6% | x | 2.6% | -1.9
> CN(C)c1ccnc(-c2ccccc2C(F)(F)F)n1
→ -5.3%[60.1 µM] | -9.6% | x | x | -9.5% | -0.8% | x | 1.4% | x
> O=C(O)/C=C/C(=O)Nc1ccc(OC(F)(F)F)cc1Br
→ 1.7% | 10.0% | -11.7% | 12.9% | -6.4% | -3.1% | u | u | -6.7
> COc1ccc(CCNC(=O)C2CCC(C(C)(C)C)CC2)cc1OC (stereo unspecified)
→ 1.1% | u | -24.8% | 13.8% | -2.0% | -2.6% | 1.5% | 30.5% | 0.9
> CCCCN(C(=O)c1ccc(C)cc1)c1c(N)n(CCC)c(=O)[nH]c1=O
→ 2.1% | -5.1% | -8.9% | 154.8%[activator] | -1.2% | -2.5% | 16.2% | 19.5% | -10.1
> O=C(/C=C/c1c(F)cccc1Cl)NCCCN1CCOCC1
→ -0.3% | -0.9% | -5.8% | 11.5% | 0.7% | 0.7% | 30.4% | 10.8% | -8.8
> Nc1ncn([C@H]2O[C@@H](CO)[C@@H](O)[C@@H]2O)c(=O)n1
→ -3.9%[12 µM] | -1.0%[29.3 µM] | x | x | -0.4%[21.4 µM] | -4.6% | x | -2.4%[21 µM] | x
> CNC(=O)c1[nH]cnc1C(=O)Nc1ccccc1
→ 3.9% | x | -25.6% | 25.1% | x | 1.6% | x | 10.3% | 0.0
> O=C(CNC(=O)Cc1cccc2ccccc12)NCc1ccc(F)cc1
→ 0.2% | 6.8% | -16.2% | 122.5%[activator] | -1.7% | 3.9% | -9.7% | 62.0%[activator] | -2.9
> Nc1cc(N)nc(SCCc2ccccc2)n1
→ -7.0% | u | 11.4% | 114.2%[activator] | -1.2% | 1.7% | 0.5% | 14.2% | -9.2
> O=C(CCC1CCCC1)N1CCN(C(=O)c2cccnc2)CC1
→ 7.4% | -7.0% | -11.7% | -7.9% | -1.7% | 5.1% | 0.0% | 17.8% | -2.0
> O=C1CCC(=O)N1CCCCCc1nc(-c2ccccc2)no1
→ -2.4% | -8.5% | -7.8% | 1.6% | -0.1% | -2.8% | 9.1% | 1.8% | -2.9

Reprinted from the part before: three compounds, then new ones.
Each structure is followed by: Pol kappa inh | Anesthetic bind | POLH inh | POLI inh | BLM helicase inh | Glioma ERSR ind | POLB inh | APEX1 inh | LDHA inh
> Nc1cc(N)nc(SCCc2ccccc2)n1
→ -7.0% | u | 11.4% | 114.2%[activator] | -1.2% | 1.7% | 0.5% | 14.2% | -9.2
> O=C(CCC1CCCC1)N1CCN(C(=O)c2cccnc2)CC1
→ 7.4% | -7.0% | -11.7% | -7.9% | -1.7% | 5.1% | 0.0% | 17.8% | -2.0
> O=C1CCC(=O)N1CCCCCc1nc(-c2ccccc2)no1
→ -2.4% | -8.5% | -7.8% | 1.6% | -0.1% | -2.8% | 9.1% | 1.8% | -2.9
> COCCn1c(N)c(N(Cc2ccccc2)C(=O)C2CCCCC2)c(=O)[nH]c1=O
→ 11.7% | 2.9% | -11.1% | 25.6% | 0.1% | -1.5% | 25.5% | -0.4% | -1.7
> COc1ccc(N(C)C(=O)c2cc3c(s2)-c2ccccc2S(=O)(=O)C3)cc1
→ -7.6% | 1.9% | -14.1% | -19.6% | -1.7% | 2.2% | 45.8% | 0.1% | -0.2
> NC(=O)C1CCN(c2ccc(C(F)(F)F)cn2)CC1
→ 1.2% | u | -16.4% | 66.3%[activator] | -3.6% | -2.0% | -1.8% | 1.5% | 2.3
> O=C1C(=O)N(C2CCN(C(=O)c3ccccc3Cl)CC2)CCN1Cc1ccc(F)cc1
→ 4.9% | -10.8% | -24.1% | 15.0% | 3.4% | -1.3% | 21.8% | x | -6.0
> CC1C(Br)C(=O)NC(=O)N1Cc1ccccc1 (stereo unspecified)
→ -5.4% | -5.4% | 2.1% | 38.7%[activator] | -0.5% | -2.6% | -0.4% | 3.8% | -6.0
> CCOc1ccc(N2CC(NC(=O)C3CCCC3)CC2=O)cc1 (stereo unspecified)
→ -5.0%[60.1 µM] | -6.3% | -12.3% | 7.8% | -0.4% | -2.3% | 0.6% | x | -4.1
> CN(CC(=O)Nc1ccc(OC(F)(F)F)cc1)C(=O)Cc1ccc2c(c1)CCC2
→ 4.7% | x | -16.3% | u | x | 1.0% | x | 8.8% | -0.4
> O=C(Nc1ccccc1N1CCOCC1)C1=NN(c2ccccc2)C(=O)CC1
→ 5.4% | x | 0.3% | u | x | -2.7% | x | 21.6% | 3.1
> COc1ccccc1/C=C(/C(=O)OCC(=O)Nc1ccc(N(C)C)cc1)c1ccccc1
→ -19.0% | u | -13.8% | 14.2% | -9.6% | 5.4% | 6.5% | -2.1% | 4.3
> NCCCC[C@@H]1NC(=O)[C@H](CCC(=O)O)NC(=O)c2cc([N+](=O)[O-])cc(I)c2SC[C@@H](C(=O)NCC(N)=O)NC1=O
→ 9.1% | 5.9% | -2.9% | u | 4.0% | -5.7% | 13.9% | u | 5.2
> COC(=O)C1=C(C)Nc2c(c(=O)n(C)c(=O)n2C)C1c1cccnc1 (stereo unspecified)
→ -22.3% | 3.3% | -7.9% | -6.7% | 0.0% | -1.7% | 3.5% | 1.6% | 0.2
> CC1CCCC(NC(=O)COC(=O)COc2ccc(Br)cc2)C1C (stereo unspecified)
→ 0.6% | x | -20.8% | 4.7% | x | -6.0% | x | 2.1% | -1.1
> CC(=O)n1cc([C@@H]2C=C(C(=O)N3CCOCC3)O[C@H](OCc3ccc(CO)cc3)C2)c2ccccc21
→ -20.5% | -6.3% | -13.7% | 8.4% | -0.2% | -1.5% | 17.0% | -0.2% | -4.8
> Cc1ccc(-c2noc(CCC(=O)NCC3CCN(Cc4cccc(C)c4)CC3)n2)cc1
→ -4.9% | 6.0% | -2.3% | 4.6% | 3.1% | -3.1% | 9.1% | 1.4% | -5.6
> CCn1c(SCC(=O)N2CCCC(C)C2)nnc1-c1ccc(S(=O)(=O)N2CCN(C)CC2)cc1 (stereo unspecified)
→ -13.1% | -20.3% | -6.8% | 6.8% | 1.3% | -2.1% | -18.5% | u | -2.5
